KB-V1 MDR tox = KB-V1 MDR subline cytotoxicity | AID 1347076 | actives 3.4% (n = 400,000) | KB-V1 MDR cells viability, CellTiter-Glo, 72 h | Potency, µM (doses to about 46.1 µM), inactives show at the highest dose activity change, negative = cytotoxicity, actives largely listed as cytotoxic; further: potency means the concentration at half of the fitted maximal effect; on the % scale 0 is the no-effect control and ±100 the full control effect; nearly all actives have a fitted effect of over 60% in size
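KB-V1 cells (P-gp-expressing MDR subline of KB-3-1) in phenol-red-free DMEM with 10% FBS were exposed to library compounds over a concentration series for 72 h at 37 degrees C. Viability read by CellTiter-Glo luminescence; concentration-effect curves fitted after normalization.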
HT1080 IDH1KD tx = toxicity to HT-1080 IDH1 knockdown cells (counter line); HT-1080 IDH1 knockdown viability, ATP luminescence, 48 h; Potency, µM (doses to about 46.1 µM), without a hit: at the highest dose activity, negative = toxicity, usual class: cytotoxic; actives 2% (n = 360,000);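 further: potency means the concentration at half of the fitted maximal effect; 0% = DMSO wells and -100% = cell-free medium wells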
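After a 2 h attachment period, IDH1KD HT-1080 cells took pin-transferred compound for 48 h at 37 °C; ATP-based luminescence after 10 min room-temperature reagent incubation reported viability.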
S2 tox = viability counter-screen for ATXN expression inhibitors; Potency, µM (top dose mostly 56.7 µM), most hits filed as cytotoxic; S2 cells (HEK-293 line with an ATXN2-luciferase reporter) viability, CellTiter-Fluor protease fluorescence, 24 h; actives 0.49% (n = 400,000); AID 651635; further: potency means the concentration at half of the fitted maximal effect; nearly all actives have a fitted effect of over 40% in size
ATXN2 expr inh = reduces ATXN2 reporter expression in HEK-293 cells; HEK-293 ATXN2-luciferase reporter, luminescence, 24 h; Potency, µM (top dose mostly 57 µM), for the others: at the top dose activity change, negative = inhibition, actives largely listed as inhibitors; actives 0.72% (n = 360,000); AID 1745845; further: potency means the concentration at half of the fitted maximal effect; on the % scale 0 is the no-effect control and ±100 the full control effect; nearly all actives have a fitted effect of over 55% in size
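qHTS (up to 57 uM final) was run with 24 h compound exposure of reporter cells at 37 °C. Each well was multiplexed: SteadyGlo luminescence measured ATXN2-luciferase expression after a fluorogenic Gly-Phe-AFC viability readout (25 uM final).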
MCF10A rereplic = inducers of DNA re-replication in MCF 10A breast cells; MCF 10A DNA re-replication, Hoechst nuclear intensity, 48 h; Potency, µM (doses to about 46.1 µM), inactives show at the top dose activity, positive = re-replication, actives largely listed as activators; actives 2.9% (n = 350,000); AID 624296; further: potency means the concentration at half of the fitted maximal effect; % of control where 0% means no effect; nearly all actives have a fitted effect of over 50% in size
IL1B secr inh = inflammasome signaling inhibition, IL-1 beta readout. THP-1 LPS/ATP IL-1B secretion, AlphaLISA, 16 h; active compounds read low. activity change, % at 57.5 µM. actives 4.7% (n = 360,000). AID 743279; in the data active means activity change below about -50%; inconclusive means mostly about -30% to -49%; further: on the % scale 0 is the no-effect control and ±100 the full control effect
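THP-1 cells pretreated 1 hr with compounds (up to 57.5 uM final), then stimulated with LPS (250 ng/mL final) plus ATP (1.25 mM final); secreted IL-1B measured by AlphaLISA after 16 hr, decreased signal indicating inhibition.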
KB-3-1 cytotox = kills parental KB-3-1 adenocarcinoma cells. KB-3-1 viability, CellTiter-Glo ATP luminescence, 72 h. Potency, µM (top dose mostly 46.1 µM), for the others: at the highest dose activity change, negative = cytotoxic, most hits filed as cytotoxic. actives 1.4% (n = 400,000); further: potency means the concentration at half of the fitted maximal effect; on the % scale 0 is the no-effect control and ±100 the full control effect; nearly all actives have a fitted effect of over 60% in size
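72 h, 37 °C compound treatment of KB-3-1 parental cells; CellTiter-Glo added, 10 min, luminescence read. Data corrected against DMSO-only plates and normalized before curve fitting.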
SW480 rerep = inducers of DNA re-replication in SW480 colon cancer cells; SW480 DNA re-replication, Hoechst DNA content imaging, 48 h; actives 1.8% (n = 340,000); AID 624297; Potency, µM (highest dose often 46.1 µM), for inactives: at the highest dose re-replication activation, actives largely listed as activators; further: potency means the concentration at half of the fitted maximal effect; % of control where 0% means no effect; nearly all actives have a fitted effect of over 55% in size
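Hoechst fluorescence of nuclei (405 nm excitation, 500-530 nm emission) measured by plate-scanning imager after 48 hr compound exposure at 37 C; re-replication scored as increased number of nuclei with elevated intensity.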
HT1080-NT tox = kills 2HG-producing HT-1080-NT fibrosarcoma cells; HT-1080-NT fibrosarcoma viability, CellTiter-Glo ATP luminescence, 48 h; Potency, µM (top dose mostly 46.1 µM), for inactives: at the top dose activity, negative = less viability, hits mostly cytotoxic; actives 1.6% (n = 360,000); AID 686970;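 further: NT is the 2HG producing partner of a matched IDH1 knockdown line; potency means the concentration at half of the fitted maximal effect; 0% = DMSO-treated cells and -100% = media-only wells without cells; nearly all actives have a fitted effect of over 55% in size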
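Read-out is CellTiter-Glo luminescence after 10 minutes at room temperature, following 48 hours' compound treatment of HT-1080-NT cells (750 cells/well, RPMI, 5% FBS, 37 degrees C).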
* = called active by the depositor; i = inactive; ? = inconclusive; . = no result given; [ ] = dose if it differs, or a comment. Unless noted, the call rests on the fitted dose curve; in most records, active means well fitted curve in the direction sought with a large enough effect; inconclusive means small, poorly fitted or top-dose-only effect, or another doubt; inactive means no such curve, though single readings can be large; an effect the other way counts as inactive or inconclusive.

SMILES	KB-V1 MDR tox	HT1080 IDH1KD tx	S2 tox	ATXN2 expr inh	MCF10A rereplic	IL1B secr inh	KB-3-1 cytotox	SW480 rerep	HT1080-NT tox
COc1cc(C(C(=O)Nc2c(C)cccc2C)N(C)C(=O)c2ccc(-n3cnnn3)cc2)ccc1O (configuration not stated)	4.7%	-2.9%	i	-8.3%	6.2%	-20.6	-0.8%	?	1.8%
COC(=O)c1cc(CSc2ncnc3sccc23)oc1C	-11.8%	-0.5%	i	19.0%	-3.5%	0.0	-17.7%	-27.7%	3.0%
CC(O)(c1cccnc1)c1nc(-c2ccc(S(C)(=O)=O)cc2)cs1 (configuration not stated)	-3.4%	22.2%	i	5.5%	.	34.0	0.0%	.	18.1%
CCOc1ncccc1C(=O)OCC(=O)Nc1cccc(S(=O)(=O)N2CCCCCC2)c1	?	-6.2%	i	-9.8%	16.2%	-2.3	-13.1%	-5.0%	0.0%
Nc1c(Cl)ncnc1NCC(O)CO (configuration not stated)	5.1%	20.4%	i	-15.4%	4.9%	.	3.5%	-10.9%	11.8%
Cc1cccc(OC(C)C(=O)Nc2nc(-c3cccnc3)cs2)c1 (configuration not stated)	?	-16.3%	i	.	.	20.1	1.7%	.	-8.1%
Cc1cc(NC(=O)CN2C(=O)NC(C)(c3ccccc3)C2=O)no1 (configuration not stated)	13.2%	-1.9%	i	0.3%	1.5%	10.9	-7.1%	-0.8%	3.6%
CCOC(=O)C1CCCN(C(=O)Cc2c(F)cccc2Cl)C1 (configuration not stated)	3.5%	4.1%	i	2.9%	?	21.4	5.5%	?	12.9%
CCN1CCN(S(=O)(=O)c2cc(OC)ccc2OC)CC1	-25.7%	-1.7%	i	-7.8%	2.9%	13.9	?	-0.7%	2.4%
CN(C)C(=O)c1ccccc1NC(=O)Cc1cccc2ccccc12	3.0%	-0.4%	i	-6.9%	3.0%	6.0	-4.9%	26.0%	-1.5%
Cc1ccc(C(C(=O)NCc2ccco2)N(C(=O)Cn2nnc3ccccc32)c2ccccc2)o1 (configuration not stated)	-3.6%	-0.6%	i	-28.8%	1.9%	-9.2	0.0%	3.3%	-4.8%
O=C(Nc1cccc(F)c1)N1CCc2nc(NCc3cccc(Oc4ccccc4)c3)ncc2C1	18.4µM*	?	?	0.0%	.	75.4	?	.	23.1µM*
CC1(C)CC(=O)/C(=C(\O)CCCN2C(=O)c3ccccc3C2=O)C(=NCC(=O)O)C1	?	18.8%	i	1.6%	-17.4%	33.7	5.3%	-2.5%	21.9%
COc1ccc(C(C)NC(=O)c2ccc(Cl)cc2)cc1OC (configuration not stated)	20.6µM*	-7.1%	i	-14.4%	-42.3%[inhibitor]	0.0	-0.6%	7.6%	-8.8%
CCc1ccccc1NC(=S)NC1CC2CCC(C1)N2Cc1ccc(F)cc1 (configuration not stated)	?	-2.4%	i	-5.2%	1.2%	-16.6	-66.2%	i[1.84 µM]	7.8%
O=C(/C=C\c1cccs1)N1CCN(Cc2ccc3c(c2)OCO3)CC1	?	-7.8%	?	-24.4%	-11.1%	-21.6	-0.2%	-16.6%	0.6%
CCOC(=O)C1CCCN(C(=O)c2cc(S(=O)(=O)N(C)C)ccc2N2CCCC2)C1 (configuration not stated)	0.0%	10.2%	i	-12.1%	-21.4%	12.4	-19.9%	?	0.1%
COc1ccc2cc(C(=O)/C=C/c3cc(OC)c(OC)c(OC)c3)ccc2c1	-6.4%	?	i	-10.3%	13µM*	-61.9*	16.0%	20.6µM*	?
COc1cc(/C=C2/SC(=S)N(Cc3ccccc3)C2=O)cc(OC)c1O	-16.3%	?	?	-24.1%	?	-12.3	-12.0%	-77.2%[inhibitor]	?
O=C(Cc1ccccc1[N+](=O)[O-])NNC(=O)Nc1ccc2c(c1)OCO2	10.7%	-1.0%	i	6.5%	5.0%	13.8	-3.4%	0.3%	5.5%

Molecules listed so far that have a halogen:
SMILES	KB-V1 MDR tox	HT1080 IDH1KD tx	S2 tox	ATXN2 expr inh	MCF10A rereplic	IL1B secr inh	KB-3-1 cytotox	SW480 rerep	HT1080-NT tox
Nc1c(Cl)ncnc1NCC(O)CO (configuration not stated)	5.1%	20.4%	i	-15.4%	4.9%	.	3.5%	-10.9%	11.8%
CCOC(=O)C1CCCN(C(=O)Cc2c(F)cccc2Cl)C1 (configuration not stated)	3.5%	4.1%	i	2.9%	?	21.4	5.5%	?	12.9%
O=C(Nc1cccc(F)c1)N1CCc2nc(NCc3cccc(Oc4ccccc4)c3)ncc2C1	18.4µM*	?	?	0.0%	.	75.4	?	.	23.1µM*
COc1ccc(C(C)NC(=O)c2ccc(Cl)cc2)cc1OC (configuration not stated)	20.6µM*	-7.1%	i	-14.4%	-42.3%[inhibitor]	0.0	-0.6%	7.6%	-8.8%
CCc1ccccc1NC(=S)NC1CC2CCC(C1)N2Cc1ccc(F)cc1 (configuration not stated)	?	-2.4%	i	-5.2%	1.2%	-16.6	-66.2%	i[1.84 µM]	7.8%

Next section
SMILES	KB-V1 MDR tox	HT1080 IDH1KD tx	S2 tox	ATXN2 expr inh	MCF10A rereplic	IL1B secr inh	KB-3-1 cytotox	SW480 rerep	HT1080-NT tox
COc1ccc(-n2c(=O)c3c4c(sc3n(Cc3c(F)cccc3Cl)c2=O)CN(C(C)=O)CC4)cc1OC	10.5%	.	i	-2.8%	.	.	1.8%	.	.
CC1(C(=O)NS(=O)(=O)C2CC2)CCCN(C(=O)/C=C/c2ccccc2)C1 (configuration not stated)	3.9%	19.9%	i	9.5%	.	23.2	0.0%	.	13.1%
COc1ccccc1C(=O)OCn1nnc2ccccc2c1=O	0.0%	0.5%	i	-5.8%	-0.5%	20.1	-6.8%	0.9%	1.7%
CCOc1ccc(CCNC(=O)COC(=O)c2cccc(S(=O)(=O)N3CCCC3)c2)cc1OCC	24.5%	0.8%	i	3.6%	-6.9%	-0.6	9.6%	?	1.6%
O=C(Nc1ccc(Br)cc1)c1cccc2c1C(=O)N(C1CCCCC1)C2	-10.0%	4.1%	i	-12.8%	-1.8%	2.8	?	-4.7%	5.7%
Cc1cc(NC(=O)C2CCCO2)ccc1Br (configuration not stated)	39.8%	-16.9%	i	8.0%	0.3%	-26.9	-0.1%	3.0%	-2.8%
COC(=O)c1ccc(NC(=O)CSc2nnc(Cc3cccn3C)n2-c2ccc(F)cc2)cc1	6.9%	-3.2%	i	4.3%	-2.4%	-13.9	2.2%	-2.5%	-11.3%
O=C(c1cccs1)N1CCN(C23CC4CC(CC(C4)C2)C3)CC1	-3.3%	-0.9%	i	-2.4%	15.3%	0.0	-17.5%	1.4%	-5.2%
CC(Nc1nc(-c2ccccc2O)nc2ccccc12)c1ccccc1 (configuration not stated)	-10.5%	?	i	-4.7%	20.6µM*	21.3	-2.9%	?	?
N#Cc1ccc(-c2csc(NC(=O)/C=C/c3cccs3)n2)cc1	0.0%	-17.2%	i	3.5%	?	-5.4	9.1%	-89.6%[inhibitor]	-18.1%
CC(=O)c1nccs1	18.3%	6.7%	i	0.9%	23.9%	20.0	0.0%	1.0%	21.6%
C=CCNC(=O)CN(CCc1ccccc1)S(=O)(=O)c1ccccc1	-3.2%	15.0%	i	-9.9%	-0.7%	-5.4	3.3%	-3.7%	6.7%
CN(C)c1ccc2cc(S(=O)(=O)O)cc(O)c2c1	-10.1%	2.4%	i	-0.3%	?	-22.2	2.6%	2.5%	15.3%
O=c1[nH]c(-c2ccccc2)nn1-c1ccc(Br)cc1Br	-5.1%	1.0%	i	-13.6%	-15.6%	?	5.1%	-23.3%	-1.8%
Cc1ccc(NC(=O)CN2CCCC2)cc1	0.8%	5.1%	?	-50.4%	?	-2.7	5.5%	-13.6%	8.5%
Cc1ccc(CN2CC(C(=O)N3CCN(S(=O)(=O)c4cc(C)ccc4C)CC3)CC2=O)cc1 (configuration not stated)	0.8%	0.6%	i	-3.1%	15.0%	-4.5	-16.6%	0.6%	0.0%
COc1cccc(NC(=O)CN(C)C(=O)c2cc(-c3cccc(Br)c3)nc3ccccc23)c1	?	-25.7%	?	?	13µM*	-54.6*	?	?	?
COc1ccc(C2C(C#N)=C(N)Nc3onc(C(C)(C)C)c32)c(OC)c1 (configuration not stated)	3.4%	-13.5%	?	-4.5%	?	-29.7	?	?	-10.6%
COc1ccc(NC(=O)CN2C(=O)NC(C)(c3ccccc3)C2=O)c(OC)c1 (configuration not stated)	10.3%	13.6%	i	-6.2%	11.1%	14.1	0.9%	-10.0%	20.6%
COc1ccccc1NC(=O)CCSc1nnc(-c2ccncc2)o1	?	-1.4%	i	13.0%	-2.1%	9.6	?	0.4%	7.4%
CC(/C=C/C1[C@H](C)C[C@H](O[C@@H]2O[C@H](CO)[C@@H](O)[C@H](O)[C@H]2O)CC1(C)C)O[C@H]1O[C@H](CO)[C@@H](O)[C@H](O)[C@H]1O (some centres not stated)	1.3%	-0.3%	i	7.9%	-0.3%	9.5	-1.2%	-8.8%	27.5%
COc1ccc(CCN(C)S(=O)(=O)c2cn(C)c(=O)n(C)c2=O)cc1OC	6.8%	0.1%	i	11.6%	3.6%	13.7	15.3%	-5.4%	6.9%
CCC(CC)NC(=O)CO/N=C/c1ccc(Cl)cc1Cl	-4.0%	17.8%	i	-13.1%	-14.5%	-12.9	12.2%	6.7%[1.84 µM]	17.1%
O=c1cc(CSc2ccccc2)[nH]c(=S)[nH]1	3.2%	3.6%	i	5.6%	15.3%	16.5	7.6%	0.1%	-4.2%

Compound activity: PubChem BioAssay, National Center for Advancing Translational Sciences (NCATS)
